CendR NRP1 mod: modulators of CendR peptide binding to human neuropilin-1; inhibition, % at 25 µM; FAM-RPARPAR peptide binding to NRP-1, fluorescence polarization; O14786; 360,000 compounds, 0.85% hits;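 active = inhibition or corrected inhibition above about 18%, plus a signal ratio from 0.5 to 1.5, limit read from the data, passing the limit was not always enough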; also: strong numbers were not always called active
Target sequence (O14786 whole entry, looked up): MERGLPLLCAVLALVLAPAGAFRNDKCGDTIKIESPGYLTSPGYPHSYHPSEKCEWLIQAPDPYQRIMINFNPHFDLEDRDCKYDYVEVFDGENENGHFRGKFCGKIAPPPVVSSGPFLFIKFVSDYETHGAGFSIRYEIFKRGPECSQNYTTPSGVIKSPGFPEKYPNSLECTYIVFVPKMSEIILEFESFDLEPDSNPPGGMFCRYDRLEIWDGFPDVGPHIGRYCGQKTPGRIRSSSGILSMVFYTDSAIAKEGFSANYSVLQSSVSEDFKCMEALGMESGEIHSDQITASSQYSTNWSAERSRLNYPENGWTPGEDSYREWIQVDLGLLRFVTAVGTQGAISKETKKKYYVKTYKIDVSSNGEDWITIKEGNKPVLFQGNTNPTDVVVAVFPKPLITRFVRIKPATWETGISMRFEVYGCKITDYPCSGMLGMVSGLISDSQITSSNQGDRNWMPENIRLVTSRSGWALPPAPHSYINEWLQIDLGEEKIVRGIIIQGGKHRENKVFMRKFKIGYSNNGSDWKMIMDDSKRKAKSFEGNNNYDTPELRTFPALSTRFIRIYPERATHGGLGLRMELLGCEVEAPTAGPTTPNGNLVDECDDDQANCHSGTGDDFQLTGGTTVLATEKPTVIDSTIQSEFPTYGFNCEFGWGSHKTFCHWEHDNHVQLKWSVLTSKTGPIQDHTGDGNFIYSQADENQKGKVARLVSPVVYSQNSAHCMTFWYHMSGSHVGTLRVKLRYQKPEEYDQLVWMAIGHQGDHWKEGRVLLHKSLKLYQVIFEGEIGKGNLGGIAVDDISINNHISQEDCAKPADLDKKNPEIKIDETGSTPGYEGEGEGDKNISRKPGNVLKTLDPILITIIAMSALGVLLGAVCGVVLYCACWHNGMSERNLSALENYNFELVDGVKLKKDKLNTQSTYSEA
TbMetRS inhib: Trypanosoma brucei MetRS inhibition. purified T. brucei MetRS, ATP depletion, Kinase-Glo luminescence. inhibition, % at 11.9 µM. 360,000 compounds, 0.4% hits. AID 624268;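 active = inhibition above a per-plate cutoff of the control wells' mean inhibition plus 3 SD, cut at about 5.5% in these data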;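 also: 0% = DMSO wells median and 100% = median of wells with control inhibitor compound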
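technique = Kinase-Glo luminescence, ATP depletion format | system = purified MetRS (methionyl-tRNA synthetase) enzyme from Trypanosoma brucei | timing = 15 min preincubation, 2 h reaction, all 25 °C | evaluation = percent inhibition versus plate control medians | dosing = single dose, 11.9 µM final nominal, 0.9% final DMSO | also added = substrates ATP, L-methionine and bulk Escherichia coli tRNA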
LMPTP inh: LMPTP (human) inhibition; P24666; recombinant LMPTP-A, OMFP fluorogenic substrate, fluorescence intensity; inhibition, % at 20 µM; 360,000 compounds, 0.22% hits; AID 651560;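 active = compounds that cut the enzyme signal by at least half of the control window in the single-dose screen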;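 also: plate controls were DMSO wells with enzyme plus substrate for no effect and substrate without enzyme for full effect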
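test system = LMPTP-A | amount = 0.625 nM LMPTP-A final | reagent = fluorogenic phosphatase substrate OMFP at 400 µM final | incubation = 50 min at room temperature | benchmarks = no-enzyme low control, uninhibited high control | medium = Bis-Tris pH 6.0, DTT, detergent | signal = fluorescence intensity of OMFP turnover product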
E coli Lon inh: inhibits E. coli Lon protease; purified E. coli Lon protease, fluorescence polarization; AID 602123; P0A9M0; inhibition, % at 7.94 µM; 360,000 compounds, 0.42% hits; in the data active = inhibition above about 13%, passing the limit was not always enough;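 also: 0% = enzyme with probe and DMSO and 100% = no enzyme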
DNMT1 inh: inhibitors of human DNMT1; DNMT1 molecular beacon, Hinp1I cleavage, fluorescence; inhibition (reported as % activation of signal), % at 10 µM; 360,000 compounds, 0.83% hits; AID 588458; in the data active = inhibition above about 50%
bovine MsrA act: activates bovine MsrA enzyme. purified bovine MsrA, absorbance read-out. activation, % at 10.6 µM. AID 602163. 360,000 compounds, 0.3% hits; in the data active = activation above about 7.5%;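 also: 0% = vehicle and 100% = reference activator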
STEP block: STEP (human) phosphatase inhibition | recombinant STEP, OMFP fluorogenic substrate, fluorescence | inhibition, % at 20 µM | 360,000 compounds, 0.25% hits;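 active = inhibition at 20 µM, scaled per plate between control wells, above about 37%, limit read from the data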;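 also: 0% = DMSO with enzyme and substrate and 100% = substrate only without enzyme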
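Material: STEP (striatal-enriched tyrosine phosphatase) enzyme, cell-free; Compound dosing: 20 µM single dose in 1% DMSO; Technique: fluorescence read at 480 nm ex / 540 nm em; Times: reaction 20 min, ambient temperature; Medium: 50 mM Bis-Tris pH 6.0 with 2.5 mM DTT and 0.005% Tween 20; Also added: OMFP at 25 µM.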
Scp1 inh: blocks human Scp-1 phosphatase activity. Q9GZU7. Recombinant Scp1, phosphopeptide, malachite green phosphate absorbance. inhibition, % at 20 µM. 340,000 compounds, 0.88% hits. AID 493091;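 active = inhibition above about 50% at 20 µM, limit read from the data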;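 also: plate controls were DMSO wells with enzyme for no effect and wells lacking enzyme for full effect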
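Material – SCP-1 phosphatase catalytic domain, residues 76-261 · Buffer or medium – Acidic Tris acetate buffer with magnesium and detergent · Also added – Phospho 17-mer peptide substrate · Compound – single 20 µM dose, 1% DMSO · Times – 45 min room-temperature reaction, 5 min colour, 30 min stabiliser · Technique – Phosphate-binding colour reagent, absorbance read at 630 nm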
SUMO1-SIM PPI: SUMO1-SIM interaction modulation; SUMO1 binding to a labelled peptide, TR-FRET, 1 h; inhibition, % at 20 µM; 360,000 compounds, 0.33% hits; in the data active = inhibition above about 37%
MsrA inhibitor: inhibits bovine methionine sulfoxide reductase A. inhibition, % at 15.5 µM. AID 651718. 360,000 compounds, 0.75% hits. purified bovine MsrA, absorbance read-out; in the data active = inhibition above about 4.5%;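 also: 0% = vehicle wells with enzyme and 100% = reference inhibitor wells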
Starred values were filed as active, the others as inactive; . = not tested or not shown.

#	CendR NRP1 mod	TbMetRS inhib	LMPTP inh	E coli Lon inh	DNMT1 inh	bovine MsrA act	STEP block	Scp1 inh	SUMO1-SIM PPI	MsrA inhibitor	SMILES
1	0	-0.7	-1.0	0	-2	-9	-2	3	-2	-0.3	CC(Oc1ccc(Cl)cc1)c1ccnn1S(C)(=O)=O (stereo not drawn)
2	-8	-0.4	0.3	8	-1	0	-1	-7	-6	-0.4	CCc1ccc2c(c1)C(NC(C)=O)C(=O)N2CC (stereo not drawn)
3	-13	-1.0	-1.0	-8	7	-8	1	.	-9	1.3	COc1ccc2c(CN3CCOCC3)cc(=O)oc2c1
4	-10	1.2	-1.5	-8	1	-3	1	-12	4	-0.4	Nc1c(C(=O)CSc2n[nH]c(-c3ccccc3Br)n2)c(=O)[nH]c(=O)n1C1CC1
5	-5	-0.5	1.7	-9	.	-1	.	.	-15	2.0	Nc1nc(N)c(N=O)c(Nc2ccc(Cl)c(Cl)c2)n1
6	10	0.3	2.1	-3	-2	-3	9	-16	-16	5.4*	Cc1[nH]nc(Nc2ccc(Br)cc2)c1[N+](=O)[O-]
7	5	-0.1	-0.1	11	1	-3	0	-2	-18	1.0	C/C(=N\NC(=O)c1cccc(S(=O)(=O)N2CCOCC2)c1)c1cc2ccccc2o1
8	4	-0.3	2.2	11	1	-2	1	-3	-1	2.3	O=C(N/N=C/c1ccco1)c1cc(-c2ccc(Br)s2)[nH]n1
9	-5	-1.0	-0.7	-7	3	-7	1	0	3	0.2	O=C(NCC1CCCO1)C1c2ccccc2C(=O)N1C1CCCCCCC1 (stereo not drawn)
10	4	-0.2	-0.3	0	-5	3	0	-6	17	1.0	CCS(=O)(=O)n1nc(-c2ccco2)nc1SC
11	-2	0.1	8.4	-11	-20	0	1	.	-3	0.8	O=C1CSC(=S)N1N=Cc1ccc(OCc2ccccc2)cc1
12	3	-0.5	-2.0	4	-8	-5	0	-6	1	-0.6	Nc1cc(Cl)ccc1N1CCCC1
13	10	-0.1	-2.6	-1	0	3	0	-8	4	0.3	Cc1ccc(S(=O)(=O)C(F)(F)F)cc1NC(=O)c1cccnc1
14	8	-0.8	0.6	-3	6	-1	6	2	2	-0.6	COc1ccc(NC(=S)N(CCCOC(C)C)C2CCN(C(C)=O)CC2)cc1Cl
15	0	-0.6	0.8	-8	-3	-1	3	-6	0	0.2	Fc1ccc(Cn2c(SCc3ccc(F)c(F)c3)nnc2C(F)(F)F)cc1
16	12	0.2	0.5	5	0	-2	2	0	15	-1.7	CCOc1cc(S(=O)(=O)N2CCCCC2)ccc1Cl
17	2	0.0	4.2	5	4	2	0	-9	1	1.0	Cc1[nH]c2ccccc2c1C(=O)CSc1ccc(Cl)cc1
18	13	-0.5	-1.4	-1	-2	-2	0	-9	1	-1.2	CCC(=O)N1CCc2cc(S(=O)(=O)NCCC(=O)Nc3ccc(OC)cc3)ccc21
19	4	-0.3	1.3	-7	-4	-3	4	3	2	0.1	CCOC(=O)c1sc(NC(=O)CSCc2c(C)noc2C)nc1C
20	2	0.3	-0.3	1	1	-3	-2	0	-20	-1.0	CN(C(=O)c1ccc(N2CCOCC2)c([N+](=O)[O-])c1)C1CCCCC1
21	-10	0.4	-1.8	-8	5	-6	-2	.	4	0.2	CC(C)COC(=O)N(C)C[C@@H]1OCc2cnnn2CCCC(=O)N([C@@H](C)CO)C[C@@H]1C
22	5	0.1	-1.5	-9	0	-1	-2	-4	6	-0.8	CN(Cc1cnn(C)c1)C(=O)C1CCC(=O)N(C2CCCCCC2)C1 (stereo not drawn)
23	3	0.0	0.2	-4	-1	1	-2	-6	6	0.1	O=C(Cc1cc(=O)[nH]c(=O)[nH]1)N1CCN(C(=O)c2ccco2)CC1
24	-1	-0.4	-2.6	7	2	-4	-1	-5	-2	-0.3	COc1ccc(C(C)(C)C)cc1S(=O)(=O)N1CCC(C(N)=O)CC1
25	0	0.0	-0.3	-6	-1	0	-1	-1	3	-0.2	OC(CNC1CCCCC1)COCCOc1ccc(Br)cc1 (stereo not drawn)
26	2	0.2	-1.1	2	1	-3	0	-10	-6	-0.3	Cc1cccc(CC(=O)Nc2ccc(C(=O)N3CCOCC3)cc2)c1
27	-1	0.7	-2.7	-1	4	-1	0	-8	10	0.9	COc1ccc(-c2csc(N3C(=O)CNC3=S)n2)cc1
28	11	0.1	0.7	-1	1	1	-4	-8	-1	0.4	CCN1CCN(c2ccc(NC(=O)c3cccc(N4CCCC4=O)c3)cc2)CC1
29	6	-0.4	-0.7	3	0	-5	0	7	2	-0.6	CNS(=O)(=O)c1cc(Cl)ccc1Sc1ccccc1C(=O)O
30	3	-0.5	-0.7	13	-5	-5	0	-6	-1	-0.1	CCC1COCCS(=O)(=O)N1Cc1ccc(F)cc1 (stereo not drawn)
31	-6	-0.6	-0.6	4	1	-8	0	2	-1	1.2	COc1ccc(C(C)NC(=S)NCc2ccc(F)cc2)cc1OC (stereo not drawn)
32	1	0.1	-1.2	10	-5	0	-1	-15	-4	0.0	CN(C)c1oc(-c2ccccc2[N+](=O)[O-])nc1C#N
33	1	-0.3	-1.6	-3	-1	5	1	-5	-1	0.6	O=C(O)CSc1cccc[n+]1[O-]
34	5	-0.2	2.8	-7	3	-2	-2	-8	4	3.3	Cc1ccc(N(C(=O)c2ccccc2Cl)C2=NC(C)CS2)c(C)c1 (stereo not drawn)
35	1	0.8	-0.5	-16	-5	-2	2	-13	1	1.0	O=c1cc(CNc2cc(Cl)ccc2Cl)nc2sccn12
36	8	-0.2	1.2	3	-3	-14	3	0	5	0.8	CCCCn1nc(C(=O)Nc2ccccc2N2CCCC2)c2ccccc2c1=O
37	-4	1.7	0.2	-3	1	1	0	-2	-6	0.8	Cc1cc(NC(=O)CSc2nc(CCC3CCCC3)nc3ccccc23)no1
38	-12	0.1	0.2	-7	2	-1	-1	-3	3	-0.8	O=S(=O)(c1cccs1)N1CCN(c2ccc(F)cc2)CC1
39	-4	-1.0	-2.0	-3	-2	-2	2	-9	-2	0.9	C=CCC(c1ccccc1F)N(CCN1CCOCC1)C(=O)Nc1cccc(Cl)c1 (stereo not drawn)
40	9	0.1	-2.0	-2	2	-1	-4	-5	2	-0.3	CC(=O)c1cccc(N(CC(=O)N2CCOCC2)S(C)(=O)=O)c1
41	-6	-0.6	-0.5	6	4	-2	-1	0	-8	3.5	CCOC(=O)c1cc(Br)c(=O)n2ccccc12
42	-5	0.3	-0.1	-3	-1	-1	-3	-6	4	0.7	CSc1nc2ccc(NS(=O)(=O)c3ccc(CNC(C)=O)cc3)cc2s1
43	16	0.4	0.1	0	-4	-2	1	-13	4	0.1	COc1cccc(N2CCN(C(=O)CN(C)S(=O)(=O)c3ccc4c(c3)CCC(=O)N4)CC2)c1
44	3	0.7	-0.8	-2	-2	-3	-1	-9	-2	-0.4	C=CCn1c(SCC(=O)N2CCCCCC2)nc2ccccc2c1=O
45	-3	-0.5	-1.2	5	1	-3	0	-10	-2	0.4	O=C(N/N=C/c1ccccc1)c1c(O)c2ccccc2[nH]c1=O

12 structures already listed, arranged by number of heavy atoms, ascending.
#	CendR NRP1 mod	TbMetRS inhib	LMPTP inh	E coli Lon inh	DNMT1 inh	bovine MsrA act	STEP block	Scp1 inh	SUMO1-SIM PPI	MsrA inhibitor	SMILES
33	1	-0.3	-1.6	-3	-1	5	1	-5	-1	0.6	O=C(O)CSc1cccc[n+]1[O-]
41	-6	-0.6	-0.5	6	4	-2	-1	0	-8	3.5	CCOC(=O)c1cc(Br)c(=O)n2ccccc12
32	1	0.1	-1.2	10	-5	0	-1	-15	-4	0.0	CN(C)c1oc(-c2ccccc2[N+](=O)[O-])nc1C#N
35	1	0.8	-0.5	-16	-5	-2	2	-13	1	1.0	O=c1cc(CNc2cc(Cl)ccc2Cl)nc2sccn12
38	-12	0.1	0.2	-7	2	-1	-1	-3	3	-0.8	O=S(=O)(c1cccs1)N1CCN(c2ccc(F)cc2)CC1
40	9	0.1	-2.0	-2	2	-1	-4	-5	2	-0.3	CC(=O)c1cccc(N(CC(=O)N2CCOCC2)S(C)(=O)=O)c1
34	5	-0.2	2.8	-7	3	-2	-2	-8	4	3.3	Cc1ccc(N(C(=O)c2ccccc2Cl)C2=NC(C)CS2)c(C)c1 (stereo not drawn)
42	-5	0.3	-0.1	-3	-1	-1	-3	-6	4	0.7	CSc1nc2ccc(NS(=O)(=O)c3ccc(CNC(C)=O)cc3)cc2s1
37	-4	1.7	0.2	-3	1	1	0	-2	-6	0.8	Cc1cc(NC(=O)CSc2nc(CCC3CCCC3)nc3ccccc23)no1
36	8	-0.2	1.2	3	-3	-14	3	0	5	0.8	CCCCn1nc(C(=O)Nc2ccccc2N2CCCC2)c2ccccc2c1=O
39	-4	-1.0	-2.0	-3	-2	-2	2	-9	-2	0.9	C=CCC(c1ccccc1F)N(CCN1CCOCC1)C(=O)Nc1cccc(Cl)c1 (stereo not drawn)
43	16	0.4	0.1	0	-4	-2	1	-13	4	0.1	COc1cccc(N2CCN(C(=O)CN(C)S(=O)(=O)c3ccc4c(c3)CCC(=O)N4)CC2)c1

Compound activity: PubChem BioAssay, several laboratories

No enrichment for hits. Share with any hit: about 4.3%.
